# High-throughput results (PubChem BioAssay)
# D2 PAM: D2 dopamine receptor (human) potentiation; hit rate 0.34% among 340,000; HEK293 T-REx D2, calcium flux, EC20 dopamine potentiation; AID 485347; P14416; potentiation, % at 10 µM;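 active means potentiation over 3 SD above the plate norm, cut at about 30% in these data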; further: 0% is about no effect
# Target sequence (P14416 whole entry, looked up): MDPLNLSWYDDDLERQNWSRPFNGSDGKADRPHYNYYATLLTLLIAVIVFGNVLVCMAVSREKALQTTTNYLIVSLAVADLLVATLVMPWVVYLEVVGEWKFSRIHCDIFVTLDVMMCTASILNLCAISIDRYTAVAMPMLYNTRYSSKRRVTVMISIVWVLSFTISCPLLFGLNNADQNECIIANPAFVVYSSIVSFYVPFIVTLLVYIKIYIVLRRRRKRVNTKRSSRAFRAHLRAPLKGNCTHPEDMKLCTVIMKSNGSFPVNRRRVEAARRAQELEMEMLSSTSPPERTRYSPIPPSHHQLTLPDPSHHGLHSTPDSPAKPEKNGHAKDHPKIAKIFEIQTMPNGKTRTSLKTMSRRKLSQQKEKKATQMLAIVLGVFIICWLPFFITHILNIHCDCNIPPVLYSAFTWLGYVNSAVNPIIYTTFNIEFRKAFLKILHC
#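 Potentiation of an EC20 dopamine calcium response measured kinetically over 180 s, after a preceding 180 s compound-only read flagging agonists. Cells: inducible Hek293 Trex D2 line, 4000/well, cultured overnight at 30 C before dye loading.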
# TRHR ag: activates the human TRH receptor | hit rate 0.18% among 360,000 | TRHR cells, calcium flux fluo-8, FDSS agonist mode | activation, % at 2 µM | P34981; further: 0% is about no effect
#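 Steps: seed TRHR cells overnight; add fluo-8 no-wash Ca dye, RT 30 min–1.5 h; record 10 s baseline; pin-transfer compounds; monitor fluorescence 1 cycle/s for the agonist window. Calcium increases flag candidate agonists.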
# D1 PAM: potentiators of human D1 dopamine receptor. hit rate 0.036% among 360,000. P21728. AID 504651. HEK293 TREx D1 cells, calcium flux, dopamine EC20 potentiation. potentiation, % at 10 µM; in the data active means potentiation above about 30%; further: 0% is about no effect
# Target sequence (P21728 whole entry, looked up): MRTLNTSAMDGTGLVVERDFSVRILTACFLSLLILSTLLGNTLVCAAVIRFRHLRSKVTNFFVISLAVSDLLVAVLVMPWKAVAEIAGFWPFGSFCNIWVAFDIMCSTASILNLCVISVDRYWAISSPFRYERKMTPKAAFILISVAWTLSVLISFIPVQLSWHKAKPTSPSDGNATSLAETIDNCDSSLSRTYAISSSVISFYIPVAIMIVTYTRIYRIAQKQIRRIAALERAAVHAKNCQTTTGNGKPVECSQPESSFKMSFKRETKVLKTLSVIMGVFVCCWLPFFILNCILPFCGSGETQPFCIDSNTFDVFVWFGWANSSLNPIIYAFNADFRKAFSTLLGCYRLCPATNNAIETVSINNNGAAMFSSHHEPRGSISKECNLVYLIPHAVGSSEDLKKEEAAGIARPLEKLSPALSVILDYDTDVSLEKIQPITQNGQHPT
# TRHR enhancer: allosteric enhancers of human TRH receptor; TRHR cells, fluo-8 calcium fluorescence, EC20 TRH enhancement; enhancement, % at 2 µM; hit rate 0.66% among 360,000; in the data active means enhancement above about 30%; further: 0% is about no effect
#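 Enhancer read-out: after compound pinning and an initial kinetic agonist-mode read, an EC20 of TRH (10 nM final) was injected and fluo-8 calcium signal (Ex 480/Em 530) followed at 1 s/cycle for 100 cycles in TRHR-expressing cells.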
# D1 antag: blocks dopamine activation of the human D1 receptor | HEK293 TREx D1 cells, calcium flux, dopamine EC80; hits give low values | activity change, negative = inhibition, % at 10 µM | hit rate 3.2% among 360,000; in the data active means activity change below about -30%; further: on the % scale 0 is the no-effect control and ±100 the full control effect
#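 Compound effects on dopamine-evoked calcium signalling were measured in tetracycline-induced HEK293 Trex D1 cells. Dopamine at EC80 followed a 180 s compound pre-read, and fluorescence was tracked kinetically for 180 s more.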
# D1 agonist: agonists of human D1 dopamine receptor | P21728 | HEK293 T-REx D1 cells, calcium flux, agonist mode | activation, % at 2 µM | hit rate 1% among 360,000; further: 0% is about no effect
#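 Agonism was scored from calcium flux recorded over 180 s (1 read/s) after pintool compound addition, following a 10-cycle baseline. Cells were inducible force-coupled HEK293 TREx D1, plated overnight at 30 C and loaded with no-wash calcium dye.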
# D2 antagonist: antagonizes the human D2 dopamine receptor; hit rate 2% among 340,000; HEK293 TREx D2 cells, calcium flux, dopamine EC80; inhibition, % at 10 µM; AID 485344; in the data active means inhibition above about 30%; further: 0% is about no effect
#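 In this primary screen, negative modulation is detected by tracking calcium flux after an EC80 dopamine challenge in inducible HEK293 T-REx D2 cells preexposed to test compound for 180 s.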
# D2 agonist: activates the human D2 dopamine receptor | P14416 | HEK293 T-REx D2 cells, calcium flux agonist mode | activation, % at 2 µM | hit rate 0.53% among 340,000;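 active means activation over 3 SD above normal in the single-dose calcium agonist read, cut at about 30% in these data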; further: 0% is about no effect
#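 Tetracycline-induced HEK293 T-REx cells with force-coupled D2 receptor, plated overnight at 30 C, loaded with no-wash calcium dye. After a 10 s baseline, compound was pin-added and calcium flux read kinetically for 180 s; calcium rises flagged agonists.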
# RXFP1 antag: RXFP1 (human) relaxin receptor antagonism; Q9HBX9; HEK293-RXFP1, relaxin-stimulated cAMP HTRF, 30 min; hits give low values; activity change, negative = inhibition, % at 57.5 µM; hit rate 0.59% among 350,000;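 active means activity change of -60% or lower, but not beyond a set lower limit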; further: on the % scale 0 is the no-effect control and ±100 the full control effect
# Active calls of the source: *; . = not tested or not shown; & = joins results of further samples. Unless noted, no stated cut-off is given here; in the data, active means activation above about 30%; inactive means the rest.
SMILES,D2 PAM,TRHR ag,D1 PAM,TRHR enhancer,D1 antag,D1 agonist,D2 antagonist,D2 agonist,RXFP1 antag
CC(=O)N1N=C(c2ccco2)CC1c1cc2ccc(C)cc2nc1Cl (centres undefined),4,0.1,-3,0,14,2,-10,0.4,-22
COc1ccc(/C=C(\C#N)C(=O)NCc2ccccc2)cc1,2,-0.4,-9,-4,5,8,14,-0.4,27
CC(=O)c1c(C)[nH]c(C(=O)CN2CCN(S(=O)(=O)c3ccccc3)CC2)c1C,3,0.2,-3,-4,-14,7,-17,1.8,7
CCOC(=O)N1CCN(Cc2nc(N)nc(Nc3ccc(Cl)cc3)n2)CC1,1,-1.3,-2,-1,10,-1,9,7.7,-6
Cc1cc2c(cc1S(=O)(=O)CCC(=O)NC1CCC(C)CC1)OCC(=O)N2 (centres undefined),2&2,-0.2&-0.2,-5&-3,-1&-3,36&-12,0&-1,-11,-0.4&-0.5,6&-12
CC(=O)N1CCN(c2ccc(NC(=O)c3ccc([N+](=O)[O-])o3)cc2Cl)CC1,.,0.2,-7,-3,-10,5,-3,1.7,4
Cc1noc(C)c1COc1ccc(C(=O)NCC2CCCO2)cc1 (centres undefined),17,-0.4,2,5,26,5,9,0.1,1
O=C(CN1C(=O)C2C3C=CC(C3)C2C1=O)NCC1COc2ccccc2O1 (centres undefined),-1,-0.6,-1,-11,-2,1,-7,0.5,3
CCC(Oc1ccccc1)C(=O)Nc1ccc(S(=O)(=O)N2CCOCC2)cc1 (centres undefined),-6,1.1,-4,-5,-24,21,2,0.1,-9
O=C(CCCNS(=O)(=O)c1ccccc1)NCc1ccco1,-2,1.3,-4,-8,-8,0,1,-0.3,-7
CC(C)(C)c1nn2cnnc2n(/N=C/c2cccc3ccccc23)c1=O,2,0.3,-3,-5,-17,-1,-10,3.9,-2
O=C(CSc1nc2c([nH]c3ccccc32)c(=O)n1-c1ccc(F)cc1)N1CCc2ccccc21,0,-0.3,-4,9,-45*,2,.,0.6,.
O=C(CSc1nnc(Cc2ccccc2)o1)N1CCc2ccccc21,7,-1.8,-4,-8,8,2,-3,-0.1,-8
COc1ccc(-c2nn3c(-c4ccccc4)nnc3s2)cc1,11,-0.9,-2,-9,-31*,1,7,0.7,-3
O=C(Cn1c(=O)n(Cc2ccccc2)c(=O)c2sc3ccccc3c21)NCc1ccccc1Cl,5,-1.2,-2,4,-17,3,.,-0.8,.
N#CCCn1nc(-c2ccc(Br)cc2)cc1Nc1ccccc1NC(=O)C(F)(F)F,5,-0.1,3,-4,-15,15,9,-1.0,-12
COc1ccccc1N(C)S(=O)(=O)c1ccc(C(=O)OCC(=O)NCC(F)(F)F)cc1,15,0.5,-2,0,-7,3,-3,0.1,-9
CCOC(=O)/C=C1\SCC(=O)N1Cc1ccc(Br)cc1,-5,0.0,1,3,8,4,-19,0.6,-5
Cc1c(C)n(C(=O)CSc2nccn2C)c2ccccc12,-4,0.7,-7,-2,-16,1,-24,0.7,-1
CN(C)c1ccc(NC(N)=S)cc1,0,0.1,-9,0,-13,1,20,-0.5,-1
O=C(NCc1ccccc1)C(c1cccs1)N(C(=O)c1csnn1)C1CC1 (centres undefined),-9,1.3,-1,-10,-3,3,2,0.4,-7
O=C(Cc1ccc(N2CCNC2=O)cc1)N1CCCC(Nc2ccc(F)c(F)c2)C1 (centres undefined),-6,-0.2,-6,3,-25,21,0,0.2,11
CCCCCNCC(=O)Nc1cc(C(F)(F)F)ccc1OCCOC,.,0.4,-6,2,28,9,.,.,-9
CSc1ccc(/C=N/N2CCN(Cc3ccc(C)cc3C)CC2)cc1,-6,0.4,4,-5,-18,1,4,0.7,-3
O=C(CSc1nc2c(c(=O)[nH]1)CCC2)Nc1cccc(F)c1,.,-0.9,-8,1,19,-1,13,4.0,5

# The list continues.
SMILES,D2 PAM,TRHR ag,D1 PAM,TRHR enhancer,D1 antag,D1 agonist,D2 antagonist,D2 agonist,RXFP1 antag
COc1cccc(CC2(CO)CCN(CC3=CC[C@H]4C[C@@H]3C4(C)C)CC2)c1,0,0.3,0,10,0,1,3,0.3,-10
Cc1ccc(C(=O)NC2CCCc3c2cnn3-c2ccc(F)cc2F)cn1 (centres undefined),-7,-0.7,-3,3,-20,7,6,-1.2,.
COc1ccccc1N1C(=O)CC(N2CCN(c3ccc(F)cc3)CC2)C1=O (centres undefined),-6,0.1,-2,-2,-18,-2,-8,-0.4,3
COc1ccccc1CNc1cc(-c2ccccc2)ccc1OC,-2,0.3,-8,12,-5,3,7,-0.3,-4
COc1cc(NC(=S)N2CCCC2)cc(OC)c1,0,1.1,2,-2,-4,1,-3,-1.0,-7
Cc1ccc(-c2nc3c4ccccc4n(CC(=O)NCc4ccc(F)cc4)c(=O)n3n2)cc1,6,-0.4,-1,3,.,-2,.,-0.4,-16
N#Cc1ccccc1NC(=O)CN1CCN(c2ccccn2)CC1,-4,-0.4,-4,-4,-2,1,-2,10,0
Cn1nc(C(F)(F)F)c(/C=N/OC(=O)c2ccccc2Cl)c1SCc1ccccc1Cl,-8,0.2,4,-1,2,14,-1,1.6,-6
Cc1ccc(-c2cc(=O)c3cc(C)ccc3[nH]2)cc1,-22,-0.2,-6,12,-18,-4,-21,-0.6,.
O=C(CNC(=O)c1cccc(OC(F)F)c1)OCc1cc(=O)n2cc(Br)ccc2n1,0,-0.4,2,0,2,3,9,0.0,10
Cc1nc2c(C#N)cnn2c2c1CCN(Cc1ccccc1)N2C,-4,-0.8,-4,-1,.,0,-5,-1.6,2
COc1ccc(Cl)cc1C(=O)CSc1nc(N)cc(N)n1,5,0.0,-1,-4,-1,2,8,0.8,1
Nc1n[nH]c(N)c1N=Nc1ccc(Cl)cc1,-6,-0.3,-3,2,5,0,-11,1.4,-6
CCOC(=O)NC(=O)CSc1nc2ccccc2[nH]1,.,-0.6,0,2,-8,4,.,.,6
O=C(c1ccc(S(=O)(=O)N2CCCC2)cc1)N(c1ccc(F)cc1)C1C=CS(=O)(=O)C1 (centres undefined),8,0.5,0,-6,-7,2,2,0.4,-10
CCc1ccccc1NC(=O)CSc1nc2c(oc3ccccc32)c(=O)n1-c1ccccc1F,0,0.2,-1,0,-2,0,.,-0.1,3
O=C(NNc1c(Cl)cncc1Cl)c1cccs1,-5,0.6,-4,1,2,1,2,-0.2,-4
CC(CNC(=O)CN1C(=O)COc2ccc(S(=O)(=O)N3CCCCC3)cc21)c1ccccc1 (centres undefined),0&-1,-0.6&-0.3,2&-2,5&16,10&-2,5&3,6,0.0,11&-9
Cc1cc(Cn2nc(-c3ccccc3)cc2C(=O)NCc2cccc(Br)c2)on1,-13,0.3,-13,2,-28,9,1,0.1,.
CCCn1c(SCC(=O)N2CCCc3ccccc32)nc2c1c(=O)n(C)c(=O)n2C,20,-2.2,-2,-4,4,0,-8,1.2,-1
Cc1ccc(-n2nnnc2SCc2ccccn2)cc1C,-7,0.0,-5,4,-8,0,-23,-0.7,2
c1ccc(C2OCC3(CO2)COC(c2ccccc2)OC3)cc1 (centres undefined),11,2.0,-3,-3,32,19,7,0.1,-13
N/C(=N\OC(=O)c1ccc(Cl)cc1[N+](=O)[O-])c1cccnc1,6,-0.1,0,17,-6,1,-12,-0.1,-2
CNC(=O)c1[nH]cnc1C(=O)Nc1ccccc1C,1,0.2,-6,-3,0,1,15,-0.5,-9
COc1ccc(N2CCN(C(=S)Nc3ccc(S(N)(=O)=O)cc3)CC2)cc1,16,-0.5,-6,8,-10,2,1,0.0,2

# Single records (already shown):
# `N#Cc1ccccc1NC(=O)CN1CCN(c2ccccn2)CC1` reads D2 PAM: -4; TRHR ag: -0.4; D1 PAM: -4; TRHR enhancer: -4; D1 antag: -2; D1 agonist: 1; D2 antagonist: -2; D2 agonist: 10; RXFP1 antag: 0
# `Cc1nc2c(C#N)cnn2c2c1CCN(Cc1ccccc1)N2C` reads D2 PAM: -4; TRHR ag: -0.8; D1 PAM: -4; TRHR enhancer: -1; D1 antag: .; D1 agonist: 0; D2 antagonist: -5; D2 agonist: -1.6; RXFP1 antag: 2
# `O=C(NNc1c(Cl)cncc1Cl)c1cccs1` reads D2 PAM: -5; TRHR ag: 0.6; D1 PAM: -4; TRHR enhancer: 1; D1 antag: 2; D1 agonist: 1; D2 antagonist: 2; D2 agonist: -0.2; RXFP1 antag: -4

# Remaining list, next part
SMILES,D2 PAM,TRHR ag,D1 PAM,TRHR enhancer,D1 antag,D1 agonist,D2 antagonist,D2 agonist,RXFP1 antag
CN(C(=O)CCc1ccccc1F)C1CCCN(Cc2ccccc2F)C1 (centres undefined),3,-0.7,-2,-6,-7,0,12,2.0,-6
COc1ccc(CCNc2ccc(C(CC(N)=O)NC(=O)c3cc(C)cc(C)c3)cc2[N+](=O)[O-])cc1 (centres undefined),-5,-0.1,-4,-5,0,0,-8,0.7,.
CCOC(=O)c1cnc2c(C)c(Cl)ccc2c1Nc1ccc(N2CCOCC2)cc1,.,1.0,0,-1,4,3,.,2.0,-6
Cc1ccccc1Cn1c2ccccc2c2cnn(CC(=O)NCC(C)c3ccccc3)c(=O)c21 (centres undefined),-4,0.4,-1,-4,-1,10,.,0.0,0
O=C(C/C=N/OCc1c(Cl)cccc1Cl)c1ccccc1,-5,1.1,-4,-3,7,4,14,0.3,-16
CCC(C)(C)NC(=O)C(c1ccc(OC)cc1)N(C(=O)CCC(=O)Nc1cc(C)on1)c1ccc(OC)c(OC)c1 (centres undefined),-3,-0.2,-3,-5,-15,2,-1,-0.9,1
O=C(c1ccc2c(c1)OCO2)N(CC1CCCO1)C1(C(=O)NC2CCCC2)CCCCC1 (centres undefined),4,-1.1,-5,5,11,2,5,0.1,2
O=C(c1ccc(Cl)cc1)N1CCC(c2ccncc2)CC1,-17,0.2,-3,4,-2,0,.,0.0,-4
CNS(=O)(=O)c1cccc(C(=O)OCc2cc(C(C)=O)ccc2OC)c1,5,-0.3,-10,2,-7,4,-2,0.5,1
CCOc1ccc(/C=C/C(=O)Nc2ccc(N3CCOCC3)cc2)cc1,-1,-0.1,-4,0,1,8,5,-0.6,-12
CC(C)(C)C(=O)NCCc1csc2nc(-c3ccc(F)cc3)nn12,-1,0.0,0,2,0,4,.,0.6,-8
COc1ccc(-c2noc(CSCC(=O)Nc3cccc(C(F)(F)F)c3)n2)cc1OC,4,0.4,-1,-4,3,2,.,0.0,4
COCCCN1C(=O)C(=O)/C(=C(/O)c2ccc(OC)cc2C)C1c1cccnc1 (centres undefined),-7,0.0,2,-5,1,1,.,.,5
COCC(=O)NCc1ccc2c(c1)OCO2,-6,0.6,1,19,-6,1,2,-0.1,-4
Cc1ccc(C2=NN(Cc3nnc(-c4ccccc4)o3)C(=O)SC2)cc1,5,-0.4,-2,-8,7,5,1,-0.4,-15
CNC(=O)CSc1nc2sccc2c(=O)n1-c1ccccc1,-2,0.1,-5,1,0,2,-14,-1.1,-1
CCOC(=O)N1CCN(S(=O)(=O)c2ccc(C(=O)Nc3nc4ccc(F)cc4s3)cc2)CC1,2,0.4,-6,3,13,1,-17,-1.0,8
